# OXTR potentiate = human OXTR potentiation. actives 0.061% (n = 320,000). P30559. activation, % at 3 µM. CHO-OTR cells, Fluo-8 calcium fluorescence, potentiator mode; 0% = oxytocin EC15, 100% = EC100. AID 2445;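 active means activation above that plate's cutoff, the mean activation of tested compounds plus 3 SD, cut at about 6.6% in these data, passing the limit was not always enough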;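 further: 100% uses oxytocin at 75 nM as the full agonist control; some results filed as inactive read as strong as hits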
# Target sequence (P30559 whole entry, looked up): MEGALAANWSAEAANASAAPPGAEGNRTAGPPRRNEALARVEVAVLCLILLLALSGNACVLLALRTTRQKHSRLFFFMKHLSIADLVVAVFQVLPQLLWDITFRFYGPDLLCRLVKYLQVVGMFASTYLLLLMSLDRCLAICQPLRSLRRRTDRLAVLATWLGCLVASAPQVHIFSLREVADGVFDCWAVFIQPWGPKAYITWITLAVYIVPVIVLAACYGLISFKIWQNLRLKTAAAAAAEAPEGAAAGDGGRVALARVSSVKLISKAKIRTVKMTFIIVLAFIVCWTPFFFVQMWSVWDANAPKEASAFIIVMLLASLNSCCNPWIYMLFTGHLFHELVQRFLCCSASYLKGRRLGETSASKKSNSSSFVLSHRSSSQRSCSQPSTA
#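 Assay system: CHO-OTR cells, human receptor / Also added: oxytocin at about EC15, sub-maximal agonist stimulus / Dosing: single dose, 3.0 µM nominal final compound concentration / Incubation: 6 min pre-incubation, 100 s read / Technique: Fluo-8 calcium dye fluorescence / Read-out: % activation vs EC15 and EC100 oxytocin / Benchmarks: EC15 oxytocin low, 75 nM oxytocin high / Replicates: singlicate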
# CHRM1 antagonist = human CHRM1 antagonism; P11229; CHO-K1 hM1, Fluo-8 calcium fluorescence, ACh EC80 antagonist; inhibition, % at 3 µM; actives 1.3% (n = 360,000);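 active means percent inhibition above its own plate's cutoff, namely the mean of that plate's compound wells plus 3 SD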;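 further: peak over basal fluorescence ratio during 140 s after agonist addition; 0% = ACh EC80 plus DMSO and 100% = DMSO alone without agonist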
# TAAR1 antagonist = antagonists of human TAAR1 | inhibition, % at 3 µM | actives 1.5% (n = 360,000) | CHO RD-HGA16 TAAR1, Fluo-8 calcium fluorescence, antagonist | Q96RJ0;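 active means inhibition above a per-plate cutoff, the mean inhibition of test compounds on that plate plus 3 SD, cut at about 49% in these data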;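 further: 0% = DMSO plus EC80 beta-PEA response and 100% = DMSO alone without agonist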
# Target sequence (Q96RJ0 whole entry, looked up): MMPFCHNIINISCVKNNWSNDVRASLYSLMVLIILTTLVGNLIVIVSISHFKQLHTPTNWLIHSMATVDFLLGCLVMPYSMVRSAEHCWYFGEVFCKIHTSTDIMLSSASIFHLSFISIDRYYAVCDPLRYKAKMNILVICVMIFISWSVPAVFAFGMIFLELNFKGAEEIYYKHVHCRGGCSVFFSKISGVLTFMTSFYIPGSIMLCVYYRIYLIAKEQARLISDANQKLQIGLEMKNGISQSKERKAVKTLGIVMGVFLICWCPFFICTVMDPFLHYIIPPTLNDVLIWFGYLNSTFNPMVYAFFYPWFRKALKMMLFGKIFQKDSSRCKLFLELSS
#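 test system = CHO RD-HGA16 cells bearing hTAAR1 | replication = singlicate | controls = DMSO-only wells and EC80 β-PEA-stimulated wells | reagent = EC80 β-phenethylamine stimulus | read-out basis = percent inhibition of PEA-evoked calcium signal, max/basal emission ratio | schedule = seeding 17-24 h prior, 75-min 37 °C, 30-min RT dye loading | signal = kinetic Fluo-8 calcium fluorescence measurement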
# M1 ag = activates human CHRM1 receptor; P11229; CHO-K1 hM1, Fluo-8 calcium fluorescence, agonist mode; 0% DMSO, 100% acetylcholine EC100; activation, % at 3 µM; actives 0.33% (n = 360,000); AID 588814;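 active means activation above the run's mean compound activation plus 3 SD, cut at about 16% in these data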;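 further: peak over basal fluorescence ratio within a 140 s kinetic read after compound addition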
# CHO-K1 Ca antag = counter-screen for M1 antagonists: effect in parental CHO-K1 cells | ATP-induced calcium, Fluo-8 fluorescence | inhibition, % at 3 µM | actives 0.6% (n = 360,000);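 active means inhibition above a per-plate cutoff, the plate's mean sample inhibition plus 3 SD, cut at about 24% in these data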;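 further: 0% = DMSO plus EC80 ATP and 100% = DMSO alone without ATP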
# CHO parental Ca = counter-screen for OX1R antagonists: effect in parental CHO cells. AID 463079. parental CHO-K1, ATP-induced calcium, Fluo-8 fluorescence. inhibition, % at 5.6 µM. actives 0.63% (n = 330,000);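 active means inhibition above that plate's mean sample inhibition plus 3 SD, cut at about 26% in these data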;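 further: 0% = ATP-challenged DMSO wells and 100% = DMSO wells without ATP; some compounds past the cut are filed as inactive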
#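 Assay system: parental CHO cells; Read-out basis: percent inhibition of ATP-evoked calcium rise, normalized to controls; Benchmarks: ATP and no-ATP DMSO wells; Compound dosing: single nominal dose of 5.6 µM per compound; Signal: Fluo-8 calcium dye fluorescence; Also added: ATP as calcium-mobilizing challenge; Repeats: singlicate.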
# TAAR1 ag = human TAAR1 agonism; Q96RJ0; CHO RD-HGA16 TAAR1, Fluo-8 calcium fluorescence; vehicle wells 0%, saturating PEA agonist 100%; activation, % at 3 µM; actives 0.99% (n = 360,000); AID 624467;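 active means activation above the mean activation of all test compounds in the run plus 3 SD, cut at about 38% in these data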
#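 test system = CHO RD-HGA16 cells carrying human TAAR1 plus Gα16 | schedule = 17-24 h seeding, 75 min 37 °C dye, 30 min RT | compound dosing = 3 µM single concentration | control set = DMSO and PEA EC100 | replicates = n 1 | signal = Fluo-8 fluorescence, 5 s baseline then 140 s kinetic read | measure = percent activation vs PEA EC100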
# CHO-K1 Ca PAM = counter-screen for M1 PAMs: effect in parental CHO-K1 cells. activation, % at 3 µM. AID 602247. actives 0.02% (n = 360,000). ATP EC20, Fluo-8 calcium fluorescence; 0% at ATP EC20, 100% at ATP max;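 active means activation above the run cutoff, the mean activation of all test compounds plus 3 SD, cut at about 40% in these data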;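 further: peak over basal fluorescence ratio in a 140 s read after ATP addition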
# CHO-K1 Ca ag = counter-screen for M1 agonists: effect in parental CHO-K1 cells; Fluo-8 calcium fluorescence; scaled to maximal ATP response, vehicle zero; activation, % at 3 µM; actives 0.48% (n = 360,000); AID 602248; in the data active means activation above about 15%;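 further: untransfected CHO-K1 host cells lacking M1 receptor as counterscreen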
# Active calls of the source: *; . = no result given.
item	molecule	TAAR1 ag	OXTR potentiate	CHO-K1 Ca ag	CHRM1 antagonist	CHO-K1 Ca antag	CHO parental Ca	CHO-K1 Ca PAM	TAAR1 antagonist	M1 ag
1	OC1CCCN(c2ncnc3c2nnn3Cc2c(F)cccc2Cl)C1 (stereo not given)	3	5	2.2	4	-13	-7	20	-31	-7
2	COc1ccc(N2C(=O)CC(N3CCCC4CCCCC43)C2=O)cc1 (stereo not given)	6	-19	-0.2	-1	2	-9	-7	22	1
3	COCc1c(C(=O)NCCOc2ccc(Cl)cc2)oc2ccccc12	11	-4	-0.9	-7	-12	-24	0	3	-6
4	Cc1ccccc1NC(=O)CSc1nnc(-c2ccco2)c(-c2ccco2)n1	.	-3	-0.2	-1	-8	-13	17	.	-3
5	CC(C)NC(=O)N(C)C[C@H]1Oc2c(NS(=O)(=O)c3ccccc3)cccc2C(=O)N([C@H](C)CO)C[C@@H]1C	2	-3	0.8	-15	-18	-13	15	13	-2
6	Cn1c(=O)n(C)c2cc(NC(=O)c3cccc([N+](=O)[O-])c3)c(Br)cc21	1	-9	0.5	-13	-2	5	-9	-32	2
7	C=CCSC1=C(C#N)C(c2ccccc2Cl)C(C(=O)c2cccs2)C(O)(C(F)(F)F)N1 (stereo not given)	7	-13	9.1	17	-2	-21	-2	56*	-7
8	O=C(N/N=C/c1cc2c3c(c1O)CCCN3CCC2)c1ccccc1O	9	.	1.3	-8	0	.	-2	35	-6
9	CC(OC(=O)CCc1nc(=O)c2ccccc2n1C)C(=O)NCc1ccc2c(c1)OCO2 (stereo not given)	6	1	-0.2	-2	6	0	-7	-3	-5
10	COc1ccc(NC(=O)c2cccc(S(=O)(=O)N3CCc4ccccc43)c2)cn1	1	-8	4.9	1	-13	-3	11	-24	-5
11	CCOC(=O)c1[nH]c2ccc(OC)cc2c1NC(=O)OC	13	-5	0.8	-7	-1	-16	-7	-7	-2
12	CCOc1cc(C2NC(=S)NC(C)=C2C(=O)Nc2ccccc2)ccc1O (stereo not given)	0	5	0.0	-11	-6	-7	12	-23	-1
13	COc1ccccc1Nc1nnc(SCC(=O)Nc2cc(C)on2)s1	1	-5	-0.3	-2	-5	10	12	0	-3
14	Cc1ccc(NC(=O)C2CCCN2c2nn3c(=O)cc(C)nc3s2)cc1 (stereo not given)	-1	-5	-0.7	-15	-16	-10	23	-9	-4
15	COc1ccc(CCNC(=O)C(C)OC(=O)c2ccco2)cc1OC (stereo not given)	2	-9	-0.1	-2	3	1	-6	-1	0
16	O=C(NCCc1ccccc1)C(=S)N1CCCCC1	2	-22	0.9	-3	-13	-8	4	-10	-4
17	CCCCCCCCCNC(=O)[C@H](NC(=O)COc1ccccc1)[C@@H]1NC(C(=O)OC)C(C)(C)S1 (stereo not given in full)	2	1	-0.7	10	-1	-26	-7	33	-4
18	CS(=O)(=O)N(CC(=O)NCCSCc1ccco1)c1ccc2c(c1)OCO2	6	-1	0.1	-3	-6	-6	19	-7	-2
19	Cc1cccc(-n2ccnc2SCC(=O)Nc2cc(C)on2)c1	0	0	0.3	-23	1	-2	16	-15	1
20	CC(=O)N1N=C(c2ccc(Cl)cc2)OC1c1ccc(C(C)C)cc1 (stereo not given)	5	-11	0.9	-9	-16	-11	-4	3	-2
21	CCCn1c(-c2ccccc2)cc(SC)c(C#N)c1=O	2	3	0.0	0	9	-13	-9	-11	-10
22	CC1CCN(S(=O)(=O)c2ccc([N+](=O)[O-])cc2)CC1	0	-15	5.4	0	-4	1	7	-12	-8
23	O=C(CN1C(=O)NC2(CCCC2)C1=O)Nc1nc(-c2ccc(F)c(F)c2)cs1	11	3	4.4	-1	-16	-31	9	21	0
24	NC(=S)Nn1c(-c2ccccc2)nc2ccccc2c1=O	2	0	0.0	-5	0	-3	0	-15	-4
25	CCC(C)Nc1nc(N)c([N+](=O)[O-])c(N2CCCCCC2)n1 (stereo not given)	5	-19	5.6	-8	-11	-28	28	-8	-4
26	CSc1ccc(CNCC(O)c2ccccc2)cc1 (stereo not given)	1	0	0.8	0	-11	-15	10	6	-2
27	COc1ccc(CCNC(=O)C(=O)N2CCCCC2)cc1OC	11	-10	0.6	-2	-7	11	8	-13	-3
28	Cc1ccc[n+](CC(=O)c2cc3ccccc3oc2=O)c1	2	1	1.9	90*	-16	-2	21	6	-11
29	CCCN=C1NC(=O)C(CC(=O)NCCc2ccc(OC)c(OC)c2)S1 (stereo not given)	1	-4	0.5	-9	-13	-2	22	3	-4
30	O=C(N/N=C/c1ccc(OC(F)F)cc1)c1cc[n+]([O-])cc1	1	-5	-0.2	1	3	2	-10	11	7

# CHRM1 antagonist: entries above that show a hit
entry	mol	OXTR potentiate	CHRM1 antagonist	M1 ag
28	Cc1ccc[n+](CC(=O)c2cc3ccccc3oc2=O)c1	1	90*	-11

# Other structures.
item	molecule	TAAR1 ag	OXTR potentiate	CHO-K1 Ca ag	CHRM1 antagonist	CHO-K1 Ca antag	CHO parental Ca	CHO-K1 Ca PAM	TAAR1 antagonist	M1 ag
31	CC(=O)c1ccc(NC(=O)CCNC(=O)c2ccc(Cl)cc2)cc1	0	0	4.2	-3	-10	13	-12	4	-4
32	O=C(Cn1cc(C(F)(F)F)ccc1=O)NC(c1ccccc1)c1ccccc1	3	-3	1.9	-8	-10	-19	20	-8	-1
33	O=C(Nc1ccc(S(=O)(=O)Nc2nccs2)cc1)C1CC(=O)N(c2ccccc2)C1 (stereo not given)	.	-12	-0.1	-4	13	-3	-3	.	-8
34	Cc1cc(C)cc(OCC(O)Cn2nc(C)cc2C)c1 (stereo not given)	3	-15	1.4	-8	-11	-18	-3	-20	-6
35	CCCOc1ccc(C2CC(=O)Nc3cc(OC)c(OC)cc32)cc1 (stereo not given)	5	.	0.5	1	6	.	2	-4	-3
36	CCC1(c2ccccc2)SCC(c2ccccc2)=NC1=O (stereo not given)	-1	.	0.6	28	-18	.	19	27	-4
37	O=C(/C=C/c1ccc(S(=O)(=O)N2CCOCC2)cc1)NCCc1ccc(C(F)(F)F)cc1	16	-9	8.2	10	-12	-18	9	43	2
38	COc1ccc(C2C3=C(CC(C)(C)CC3=O)N(C)C3=C2C(=O)CC(C)(C)C3)cc1	4	-2	1.2	2	-6	-3	7	-37	-3
39	Cc1ccc(NC(=O)CCC(=O)c2ccc(Br)cc2)cc1	1	3	0.5	6	-13	-17	21	-1	-5
40	COc1ccc(C(CNC(=O)c2ccc(C)o2)N2CCOCC2)cc1 (stereo not given)	0	2	0.2	-16	-5	-15	0	-19	-2
41	Cc1cccc(C(C(=O)NC2CCCC2)N(Cc2cccnc2)C(=O)c2csnn2)c1 (stereo not given)	-1	-9	0.4	-5	3	-23	17	7	-5
42	Cc1cc(C)n2ncc(/C(N)=N/OC(=O)Nc3ccccc3)c2n1	4	-4	0.5	-10	14	-2	-26	-10	-3
43	CCCN1CCN(S(=O)(=O)c2ccc3c(c2)NC(=O)C(C)C(=O)N3)CC1 (stereo not given)	0	0	-0.6	1	5	-1	-8	-18	-2
44	Cn1c(C(=O)N2CCc3ccccc3C2)cc2oc3ccccc3c21	.	-12	0.3	-11	-9	2	12	.	-1
45	O=C(CCCCn1ccc(=O)[nH]c1=O)Nc1ccc(O)c(C(=O)O)c1	3	.	1.1	-10	-13	.	7	-5	0
46	O=C(Nc1cccc([N+](=O)[O-])c1)c1ccncc1	0	-1	1.2	-5	-8	-7	19	-23	-6
47	CC1(C)CC(=O)c2c(-c3cccs3)n[nH]c2C1	6	5	0.7	-13	-1	-2	18	-9	-7
48	Cc1cc(C(=O)COc2ccccc2C(N)=O)c(C)n1C1CC1	2	-5	4.2	-3	-3	-17	-7	18	-1
49	COc1cccc(-c2nc(CS(=O)CC(=O)NC3CC3)c(C)o2)c1 (stereo not given)	-1	3	-0.8	-8	16	-10	-13	1	7
50	CC(OC(=O)Cn1cnc2c1c(=O)n(C)c(=O)n2C)C(=O)N(C)c1ccccc1 (stereo not given)	2	-5	0.7	-7	2	9	-20	-6	-1

# As entered above:
# CHO-K1 Ca ag result of no. 45 = 1.1
# CHO parental Ca result of no. 49 = -10

# Additional records:
item	molecule	TAAR1 ag	OXTR potentiate	CHO-K1 Ca ag	CHRM1 antagonist	CHO-K1 Ca antag	CHO parental Ca	CHO-K1 Ca PAM	TAAR1 antagonist	M1 ag
51	NC(=NCCc1ccccc1)NS(=O)(=O)c1cccs1	4	-4	1.1	0	6	-5	16	14	-8
52	O=C1CSC(c2ccc(F)cc2)N1c1c(F)cccc1F (stereo not given)	-2	-4	-0.1	-6	6	-2	17	-9	-7
53	Cc1ccccc1OCCC(=O)OCC(=O)Nc1ccc2[nH]c(=O)[nH]c2c1	1	3	0.4	6	4	-11	-8	-18	-1
54	O=C(CCc1nc2cccnc2n1Cc1ccccc1)NCCc1ccc(Cl)cc1	2	-10	2.8	-1	-5	-25	19	15	-2
55	COc1ccc(-n2ncc3c2CC(C)(C)CC3NC(=O)CCN2CCCCC2=O)cc1 (stereo not given)	-1	-1	-0.5	-4	1	-6	5	-4	-1
56	CC(C)Cn1c2c(c(O)c(C(=O)Nc3ccc(F)cc3)c1=O)CCCC2	4	-5	-0.3	8	25*	5	-5	-15	0
57	CC(=O)N(C)c1ccc(NS(=O)(=O)Cc2ccccc2)cc1	4	-1	0.3	0	2	-5	9	3	-4
58	Cc1ccc2nc(N/C(=N/S(=O)(=O)c3ccc(F)cc3)c3ccccc3)sc2c1	5	-10	1.4	-4	-24	-14	22	1	-3
59	CCCN1C(=O)SC(CC(=O)Nc2cccc3ccccc23)C1=O (stereo not given)	8	-12	0.9	-27	-5	1	14	4	-2
60	Cn1c(CO)cnc1SCC(=O)c1ccc(F)cc1	0	-15	0.5	2	1	-12	2	3	-3
61	Cc1ccc(C)[n+](CC(=O)N2CCCCC2)c1	7	.	-0.1	0	-2	.	-2	-7	-13
62	CC(O)(CS(=O)(=O)Cc1ccccc1)C(=O)Nc1cccc(C(F)(F)F)c1 (stereo not given)	7	-10	2.9	-2	-10	-19	19	-6	-3
63	CCOc1ccc(S(=O)(=O)N2CCOCC2)cc1NC(=O)Cc1c(F)cccc1Cl	4	6	0.3	-8	3	-7	-20	-36	-2
64	COc1cc2c(cc1OC)CN(C(=O)c1cccs1)CC2	16	-4	0.0	-12	-8	-28	12	-5	-2

# Assay outcomes: PubChem, The Scripps Research Institute Molecular Screening Center
